# CHT inh – inhibits the human high affinity choline transporter; Q9GZV3; CHT-expressing cells, membrane potential dye, choline response; active compounds read low; B-score at 10 µM; 0.86% of 310,000 active; AID 488975;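 active means B-score over 3 SD under the library average, and starting fluorescence ratio not unusually high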;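 further: choline stimulus applied at its EC90 after an EC20 pre-addition; B-score computed on integrated fluorescence ratio after choline addition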
# Target sequence (Q9GZV3 whole entry, looked up): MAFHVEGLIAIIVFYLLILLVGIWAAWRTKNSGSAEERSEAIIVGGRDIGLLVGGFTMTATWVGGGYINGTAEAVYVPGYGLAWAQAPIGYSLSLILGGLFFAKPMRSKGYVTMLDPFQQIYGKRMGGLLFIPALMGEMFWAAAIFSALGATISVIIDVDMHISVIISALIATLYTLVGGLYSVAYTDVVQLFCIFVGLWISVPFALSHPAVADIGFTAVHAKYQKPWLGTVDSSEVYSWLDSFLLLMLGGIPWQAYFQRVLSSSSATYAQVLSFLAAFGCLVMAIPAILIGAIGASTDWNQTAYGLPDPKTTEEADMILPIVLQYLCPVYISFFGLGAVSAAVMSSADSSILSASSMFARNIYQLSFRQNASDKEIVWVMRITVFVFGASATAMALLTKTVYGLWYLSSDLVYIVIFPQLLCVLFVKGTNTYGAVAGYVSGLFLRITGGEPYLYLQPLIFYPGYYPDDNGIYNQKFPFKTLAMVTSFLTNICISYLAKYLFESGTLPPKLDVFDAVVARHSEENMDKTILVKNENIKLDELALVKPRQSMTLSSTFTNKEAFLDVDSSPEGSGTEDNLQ
# CHT allo act – human CHT allosteric activation | Q9GZV3 | CHT-expressing cells, membrane potential dye, choline EC20; active compounds read high; LV-AA mutant CHT in HEK293 cells | B-score at 10 µM | 0.49% of 310,000 active | AID 488977;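 active means initial fluorescence not abnormally high and integrated response B-score, plate-corrected, over 3 SD above library mean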
# Calls only; i = inactive.
SMILES,CHT inh,CHT allo act
O=C(C1=NN[C@@H]2C(=O)N(c3ccccc3C(F)(F)F)C(=O)[C@H]12)C(c1ccccc1)c1ccccc1,i,i
O=S(=O)(NC1c2cccc3cccc(c23)C1N1CCNCC1)c1ccccc1 (centres undefined),i,i
CCOC(=O)c1cc2c(=O)n3ccccc3nc2n(Cc2ccco2)c1=NC(=O)c1cccnc1,i,i
Cc1ccc2c(c1)N(CC(=O)NCCCN1CCCCC1C)C(=O)c1cccnc1O2 (centres undefined),i,i
CSc1nnc(CCNC(=O)OC(C)(C)C)o1,i,i
O=C(Nc1ccc2c(c1)OCO2)C1CCN(S(=O)(=O)c2ccc3c(c2)OCCO3)CC1,i,i
CCOC(=O)c1ccc(CC2S/C(=C(\C#N)C(C)=O)NC2=O)cc1 (centres undefined),i,i
O=C(COc1cccc(-n2cnnn2)c1)Nc1ccccc1,i,i
CNC(=S)N1N=C(c2cccs2)CC1c1ccc(F)cc1 (centres undefined),i,i
Cc1c(O)ccc(C(=O)CN2CCN(Cc3ccc4c(c3)OCO4)CC2)c1O,i,i
O=C(NC(=S)Nc1ncccn1)c1ccccc1Br,i,i
CN(C)C(CNC(=O)c1ccc(Br)cc1)c1ccco1 (centres undefined),i,i
O=c1c2[nH]c3ccc(F)cc3c2nc2n1CCCS2,i,i
O=C(COc1ccc(-c2ccccc2)cc1)NNC(=O)NC1CCCCC1,i,i
Cc1ccc2nc(SC(C)C(=O)NC3CCCc4ccccc43)[nH]c2c1 (centres undefined),i,i
Cc1cc(N2CCOCC2)nc2ccc(NC(=O)CCC(=O)N3CCN(c4ccccc4F)CC3)cc12,i,i
O=C(c1cc(-c2ccc(F)cc2)on1)N1CCCc2ccccc21,i,i
O=C(CCCc1nc(-c2ccccc2Cl)no1)NCc1cccnc1,i,i
CC(=O)c1c(C)[nH]c(C(=O)CN2C(=O)NC(C)(c3ccc4c(c3)OCO4)C2=O)c1C (centres undefined),i,i
CCN(CC)CCN(C(=O)c1ccc(N2C(=O)CCC2=O)cc1)c1nc2cc3c(cc2s1)OCO3,i,i
O=C(NC(=S)NNC(=O)c1cc2ccccc2cc1O)c1ccco1,i,i
O=C(NCCCc1ccncc1)C1CCC(=O)N(CCc2cccc(F)c2)C1 (centres undefined),i,i
CC12CCC(=O)N1C(C(=O)Nc1nc3ccc(Cl)cc3s1)CS2 (centres undefined),i,i
CC(=O)c1cccc(NC(=O)CCS(=O)(=O)c2ccc(Br)s2)c1,i,i
C/C(=N\O)C1CCCCC1,i,i
CC(C)Oc1cccc(C(=O)NC(=S)Nc2cccc(NC(=O)c3ccccc3Cl)c2)c1,i,i
CCCOP(=O)(c1ccc(N(C)C)cc1)C(O)c1cccnc1 (centres undefined),i,i
CC(=O)c1cccc(NC(=O)C2CCCN2S(=O)(=O)c2cccc3cccnc23)c1 (centres undefined),i,i
CCCOc1ccc(CNC(=O)C2CCN(c3nn4c(=O)cc(C)nc4s3)CC2)cc1,i,i
COc1ccc(-c2cn(CCCOCc3ccccc3)nn2)cc1,i,i

# An excerpt of these results, with values under each structure.
# The line under a structure holds: CHT inh | CHT allo act
O=C(c1cc(-c2ccc(F)cc2)on1)N1CCCc2ccccc21
  i | i
O=C(CCCc1nc(-c2ccccc2Cl)no1)NCc1cccnc1
  i | i

# Entries of single compounds, quoted from the list. Order of screens: CHT inh | CHT allo act
# O=C(c1cc(-c2ccc(F)cc2)on1)N1CCCc2ccccc21 reads i | i
# CNC(=S)N1N=C(c2cccs2)CC1c1ccc(F)cc1 (centres undefined) reads i | i
# O=C(NC(=S)NNC(=O)c1cc2ccccc2cc1O)c1ccco1 reads i | i
# C/C(=N\O)C1CCCCC1 reads i | i
# CC(C)Oc1cccc(C(=O)NC(=S)Nc2cccc(NC(=O)c3ccccc3Cl)c2)c1 reads i | i

# (next part)
SMILES,CHT inh,CHT allo act
CC(Oc1ccccc1Cl)C(=O)N1CCCN(C)CC1 (centres undefined),i,i
O=C(c1cccc(F)c1)N1CCN(S(=O)(=O)c2ccccc2)CC1,i,i
Cc1ccc([N+](=O)[O-])cc1NC(=O)Cc1cccs1,i,i
Cc1nn(C)c(C)c1S(=O)(=O)N1CCCC(C(=O)NCC2COc3ccccc3O2)C1 (centres undefined),i,i
COCC(=O)N1CCCC(C(=O)c2ccc3c4c(cccc24)CC3)C1 (centres undefined),i,i
CCOC(=O)Cn1c(C)nc2c(C(=O)OCC)sc(C)c2c1=O,i,i
O=C(Nc1ccc(F)cc1)N1CCN(C(=O)C2CCCO2)CC1 (centres undefined),i,i
Cc1cc(C(=O)NNC(=O)c2cccc(N(C)C)c2)c(C)o1,i,i
CC(C)COc1cccc(C(=O)Nc2ccc(N3CCOCC3)cc2N2CCOCC2)c1,i,i
N#Cc1ncc(C(F)(F)F)cc1Sc1ccc(N)cc1,i,i
O=C(COC(=O)c1ccccc1Br)Nc1nnc(-c2ccccc2)o1,i,i
c1coc(Cn2c(SCc3nc4ccccc4[nH]3)nnc2-c2cnccn2)c1,i,i
COc1cc(OC)c(NC(=O)CNC(=O)Cn2ccc3ccccc3c2=O)cc1Cl,i,i
N#CC(C(=O)NCc1ccccc1)c1nc2ccccc2nc1N1CCCC1 (centres undefined),i,i
COC(=O)[C@@]12CCCN1[C@H](c1ccc(SC3CCCCC3)cc1)[C@H]1C(=O)N(C)C(=O)[C@H]12,i,i
O=C(NC1CC2CCCC(C1)N2S(=O)(=O)c1ccccc1)C1CCCCC1 (centres undefined),i,i
COc1ccccc1C(CC(=O)Nc1nccs1)c1ccco1 (centres undefined),i,i
Cc1cccc(CN2CCN(Cc3nc4c(s3)CCCC4)CC2CCO)n1 (centres undefined),i,i
Cc1c(CC(=O)N2CCN(C(=O)C3COc4ccccc4O3)CC2)c(=O)oc2c(C)c(O)ccc12 (centres undefined),i,i
Cc1ccc(NC(=O)CC2SC3=NCCCN3C2=O)c(C)c1 (centres undefined),i,i
CCN(CC)S(=O)(=O)c1ccc(OCC(=O)NCc2ccccc2)cc1,i,i
Cc1cccc(C(=O)Nc2onc(C)c2C#N)c1,i,i
C[C@H](NC(=O)[C@H]1N2C(=O)c3ccccc3C2SC1(C)C)C(=O)N1CCC[C@H]1C(=O)O (some centres undefined),i,i
CC(=Nc1ccccc1)C1=C(O)CSC1=O,i,i
CCN(CC)CCN(Cc1cc2cc3c(cc2[nH]c1=O)OCO3)C(=S)NC,i,i
CC1(C2CC2)NC(=O)NC1=O (centres undefined),i,i
COc1ccc(CCNC(=O)CSc2nnc(-c3cccc(F)c3)o2)cc1OC,i,i
COC(=O)c1cn[nH]c1NC(=S)Nc1ccc(C)cc1Cl,i,i
O=[N+]([O-])c1cccc(NC(=S)N2CCN(S(=O)(=O)c3ccccc3)CC2)c1,i,i
Cc1ccc(OCCNC(=O)CNC(=O)c2ccc(C)c(C)c2)cc1,i,i
O=S(=O)(NC1=NCCCCC1)c1ccc(Cl)cc1,i,i
Cc1ccc(NC(=O)CSc2nc3c(c(=O)[nH]2)CCC3)c(C)c1,i,i
CCCCS(=O)(=O)N1CCCC(C(=O)NCCc2ccccc2)C1 (centres undefined),i,i
CC(=O)N1CCSc2ccc(S(=O)(=O)NCCc3ccc(Cl)cc3)cc21,i,i
CCCCOC(=O)/C(=C\c1ccc([N+](=O)[O-])o1)NC(=O)c1ccccc1,i,i
CC(C)(C)c1ccc(OCC(O)CN2CCCC2)cc1 (centres undefined),i,i
COc1cc(C(C(=O)NC2CCCC2)N(Cc2ccco2)C(=O)c2snc(C(N)=O)c2N)cc(OC)c1OC (centres undefined),i,i
CCOC(=O)C1=C(C)N=c2s/c(=C/c3ccccc3)c(=O)n2C1c1ccc(OC)c(OC)c1 (centres undefined),i,i
CCn1nc(C)c(/C=N/NC(=O)c2ccoc2C)c1C,i,i
O=C1CC(c2ccsc2)Sc2ccccc2N1 (centres undefined),i,i
Cc1c(Cl)cccc1NC(=O)c1cccnc1,i,i
CCCc1cc(=O)oc2c(C)c(OCC(=O)N3CCC(C(N)=O)CC3)ccc12,i,i
C=CCc1ccc(OCc2ccc(C(=O)OC)o2)c(OC)c1,i,i
COc1ccc(NC(=O)CN(Cc2ccccc2)S(C)(=O)=O)cc1,i,i
CCOC(=O)N1CCN(C(=O)CSc2ccc(-c3ccccc3OC)nn2)CC1,i,i
O=C(NCC(=O)N1CCC2(CC1)NCCc1[nH]cnc12)c1cccc(Cl)c1,i,i
COc1ccccc1N1CCN(C(=O)CCC(=O)N2CCN(c3ccccc3OC)CC2)CC1,i,i
O=C1OCCC1Sc1nc2ccccc2s1 (centres undefined),i,i
O=C(O)Cc1c(-c2ccccc2)c2cc(Cl)ccc2[nH]c1=O,i,i
COc1ccc(NS(=O)(=O)c2ccc(N3CCOCC3)c(NC(=O)C(C)C)c2)cc1,i,i
Cc1nc2cc(NC(=O)CSc3nc4c(C)cccc4cc3C#N)ccc2s1,i,i
O=C(O)c1cccc(NS(=O)(=O)c2cccc(C(=O)Nc3ccccc3[N+](=O)[O-])c2)c1,i,i
Cc1noc(C(=O)Nc2sc3c(c2C#N)CCC3)c1Cl,i,i
Cc1ccc(S(=O)(=O)Nc2ccc3c(c2)nc(CCN2CCN(c4ccccn4)CC2)n3C)cc1,i,i
CC(=O)Oc1ccc(N2C(=O)CC(N3CCOCC3)C2=O)cc1 (centres undefined),i,i
FC(F)(F)c1cc(-c2ccc3c(c2)OCO3)nc(NCc2ccco2)n1,i,i
COCCCn1c(=O)/c(=C\c2ccccc2OC(F)F)s/c1=C(/C#N)C(=O)NC(C)C,i,i
COC(=O)c1ccc(NC(=O)C(=O)N2CCN(C(=S)Nc3ccc(C)cc3)CC2)cc1,i,i
CCC(Sc1nc(-c2cccc(OC)c2)c(C#N)c(=O)[nH]1)C(=O)Nc1nnc(C(C)C)s1 (centres undefined),i,i
CCc1nn(C(C)C(=O)N2CCN(c3ccc(OC)cc3)CC2)c(=O)c2cc3occc3n12 (centres undefined),i,i

# Continued.
SMILES,CHT inh,CHT allo act
Cc1cc(C(=O)N2C(C)CCCC2C)no1 (centres undefined),i,i
CCOc1cc(CNCCCN2CCOCC2)ccc1OCC(=O)Nc1cccc2ccccc12,i,i
CCOc1ccc(C(C)=O)cc1COc1ccc(-n2cnnn2)cc1,i,i
O=C(Oc1cccc(F)c1)c1ccc2c(=O)n3c(nc2c1)CCC3,i,i
CCC(=O)Nc1cc(OC)cc(OC)c1,i,i
O=C1CCCC(=O)N1c1ccc(NCCOCCO)c([N+](=O)[O-])c1,i,i
Cc1cc(C)c2nc(C)cc(Nc3ccc(C(=O)NCCO)cc3)c2c1,i,i
CCc1nnc(NC(=O)CN2C(=O)c3ccccc3S2(=O)=O)s1,i,i
COc1ccc(NC(=S)N2CCCC2c2ccc(OC)c(OC)c2)cc1 (centres undefined),i,i
O=C(c1ccc(Cn2cc(Cl)cn2)cc1)N1CCN(c2ccccc2)CC1,i,i
CCCCC1=NN(C(=O)c2cocc2C)C(O)(C(F)(F)F)C1 (centres undefined),i,i
Cc1ncsc1CCC(=O)N1CCCC(C(=O)c2ccc3c(c2)OCO3)C1 (centres undefined),i,i
C#CCSc1nncn1C(=O)/C=C/c1ccccc1,i,i
O=C(CCn1nnc(-c2cccs2)n1)N1CCc2ccccc2C1,i,i
O=C(CCl)NNC(=O)c1c(O)c2ccccc2[nH]c1=O,i,i

# Three structures out of the list, arranged by length of the SMILES, low to high:
SMILES,CHT inh,CHT allo act
C#CCSc1nncn1C(=O)/C=C/c1ccccc1,i,i
CCc1nnc(NC(=O)CN2C(=O)c3ccccc3S2(=O)=O)s1,i,i
Cc1cc(C)c2nc(C)cc(Nc3ccc(C(=O)NCCO)cc3)c2c1,i,i

# Remaining list, next part.
SMILES,CHT inh,CHT allo act
CCOC(=O)Nc1sc(=S)n(C)c1C,i,i
CCOc1ccc(S(=O)(=O)NCC(c2ccc3c(c2)OCO3)N2CCN(C)CC2)cc1 (centres undefined),i,i
CC(=O)c1c(OC(=O)c2ccccc2)c2ccccc2n1C,i,i
CN1CCN(CCCNC(=O)Cn2nc(-c3ccccc3)ccc2=O)CC1,i,i
O=C(NCc1ccccc1Cl)C1CCN(S(=O)(=O)N2CCOCC2)CC1,i,i
COc1ccc(/C=C(\NC(=O)c2ccccc2)C(=O)NCCC(=O)O)cc1,i,i
CCc1cccc(C)c1NC(=O)CSc1nnc(-c2cc3cc(Br)ccc3o2)n1CC,i,i
Cc1ccc(OCC(=O)O/N=C(\N)c2ccccn2)cc1C,i,i
Cc1ccccc1NC(=O)Cc1nc(CSc2nnc(C3CCCCC3)n2N)cs1,i,i
CCCCn1nc(NS(=O)(=O)c2cccc3nonc23)c2cc3cccc(C)c3nc21,i,i
COc1ccccc1N(CC(=O)NC(C)(C)C)C(=O)CCC(=O)Nc1nccs1,i,i
CN(C)S(=O)(=O)N1CCC(Cc2ccccc2)CC1,i,i
COc1cccc(/C=N/NC(=O)CN2C(=O)NC3NC(=O)NC32)c1 (centres undefined),i,i
COc1ccc(CCNC(=S)Nc2ccccc2)cc1,i,i
O=C(NCc1ccccc1Cl)C1CCCN1S(=O)(=O)c1ccccc1F (centres undefined),i,i
Cc1ccc(N2CC(C(=O)Nc3nnc(C)s3)CC2=O)cc1 (centres undefined),i,i
Cc1nn(C)cc1S(=O)(=O)N1CCN(Cc2ccccc2Cl)CC1,i,i
CC(=O)Nc1ccc(S(=O)(=O)Oc2ccccc2N2C(=O)C3C4CCC(C4)C3C2=O)cc1 (centres undefined),i,i
